Screens deposited in PubChem BioAssay by several laboratories.
TNAP inh noacc = human TNAP enzyme inhibitors, primary screen, biochemical, luminescent, no phosphate acceptor, uHTS; Alkaline phosphatase, tissue-nonspecific isozyme (Homo sapiens), P05186; purified TNAP, CDP-star luminescence, 30 min; inhibition, % at 20 µM; 200,000 compounds, 0.26% hits;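 active = tissue-nonspecific alkaline phosphatase inhibition above about 50% at 20 µM in the single-dose screen, limit read from the data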;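 note: 0% = DMSO negative control and 100% = EDTA positive control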
Target sequence (P05186 whole entry, looked up): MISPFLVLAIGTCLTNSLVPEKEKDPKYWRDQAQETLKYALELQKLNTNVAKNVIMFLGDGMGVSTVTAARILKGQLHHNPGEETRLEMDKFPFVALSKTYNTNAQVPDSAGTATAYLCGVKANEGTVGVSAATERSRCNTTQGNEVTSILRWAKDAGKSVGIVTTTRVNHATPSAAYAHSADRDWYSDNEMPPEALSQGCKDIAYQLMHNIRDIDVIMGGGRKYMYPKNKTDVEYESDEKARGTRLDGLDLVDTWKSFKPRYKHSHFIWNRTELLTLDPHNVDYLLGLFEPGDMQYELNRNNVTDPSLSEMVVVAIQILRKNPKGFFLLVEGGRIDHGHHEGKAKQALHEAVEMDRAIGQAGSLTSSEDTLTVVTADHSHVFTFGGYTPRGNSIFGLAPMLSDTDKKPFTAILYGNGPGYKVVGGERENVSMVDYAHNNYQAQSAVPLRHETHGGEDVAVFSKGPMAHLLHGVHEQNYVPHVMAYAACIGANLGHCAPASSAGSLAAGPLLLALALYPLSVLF
PMI act satM6P = human PMI activators, high substrate, primary screen, biochemical, fluorescence intensity, near-saturating mannose 6-phosphate; activation factor at 20 µM; Mannose-6-phosphate isomerase (Homo sapiens), P34949; coupled PMI enzyme assay, resazurin fluorescence, 20 min; stronger effect = higher value; 1 = untreated enzyme, 0 = substrate-free blank; AID 1216, 2008; 190,000 compounds, 0.34% hits;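 active = activation factor of 2 or more at 20 µM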
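Test system – human PMI in coupled enzyme assay · Timing – 20 min incubation at room temperature · Detection – Diaphorase-driven resazurin-to-resorufin fluorescence, excitation 544, emission 590 nm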
S1P3 antag = S1P3 receptor antagonists, primary screen, cell-based | Sphingosine 1-phosphate receptor 3 (Homo sapiens), Q99500 | CHO S1P3 NFAT-BLA reporter, FRET fluorescence, antagonist mode | inhibition, % at 4.98 µM | 170,000 compounds, 0.27% hits;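 active = inhibition above the plate cutoff, the mean inhibition of test wells on that plate plus 3 SD, cut at about 28% in these data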;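 note: cells challenged with S1P at its EC80 of 0.8 µM; blue over green emission ratio from cleaved BLA substrate after 4 h stimulation; 0% = S1P-stimulated wells and 100% = unstimulated DMSO-only wells; some compounds past the cut are filed as inactive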
Target sequence (Q99500 whole entry, looked up): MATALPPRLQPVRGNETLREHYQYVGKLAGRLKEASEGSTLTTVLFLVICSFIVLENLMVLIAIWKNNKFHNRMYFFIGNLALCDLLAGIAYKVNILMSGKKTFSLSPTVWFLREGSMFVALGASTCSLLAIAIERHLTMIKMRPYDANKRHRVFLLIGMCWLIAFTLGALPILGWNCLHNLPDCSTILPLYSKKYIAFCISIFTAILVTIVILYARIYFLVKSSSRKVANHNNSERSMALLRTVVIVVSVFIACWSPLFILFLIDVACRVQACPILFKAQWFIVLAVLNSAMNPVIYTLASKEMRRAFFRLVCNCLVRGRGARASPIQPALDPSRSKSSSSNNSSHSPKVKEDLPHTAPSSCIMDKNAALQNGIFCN
RAM network inh = inhibitors of the yeast RAM network, primary screen, dse1pr::URA3 reporter, 5-FOA selection; S. cerevisiae dse1pr::URA3 reporter, 5-FOA growth OD615, 2 d; analog-sensitive cbk1-as2 kinase mutant strain; inhibition, % at 50 µM; 190,000 compounds, 1.8% hits; AID 868, 2007;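 active = inhibition above a set limit, 3 SD over mean compound inhibition, cut at about 8.4% in these data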;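 note: 0% = DMSO-only wells with no growth and 100% = 10 µM 1-NA-PP1 full growth; inhibition rescues growth on 5-FOA so higher OD means more RAM inhibition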
L major viab = Leishmania major promastigote growth inhibition, primary screen; Leishmania major promastigotes, resazurin fluorescence viability; inhibition, % at 10 µM; 200,000 compounds, 9% hits; AID 1063, 2008; in the data active = inhibition above about 50%;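 note: promastigotes grown with compound for 44 hours at 28 °C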
TNAP inh hi DEA = human TNAP enzyme inhibitors, primary screen, biochemical, luminescent, high phosphate acceptor level, uHTS; Alkaline phosphatase, tissue-nonspecific isozyme (Homo sapiens), P05186; purified TNAP, CDP-star luminescence, 1 M DEA; inhibition, % at 20 µM; 200,000 compounds, 0.03% hits; AID 1135, 2008;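 active = over 50% inhibition of tissue-nonspecific alkaline phosphatase at 20 µM in the single-dose screen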;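 note: plate controls were DMSO wells for no effect and EDTA-quenched wells as full inhibition for full effect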
Hsp70 activator = Hsp70 transcriptional activators, primary screen, cell-based, HeLa, Hsp70 promoter luciferase, luminescence, 10 µM; activation, % at 10 µM; 200,000 compounds, 0.04% hits; HeLa Hsp70 promoter luciferase reporter; scaled: vehicle 0, proteasome-inhibitor control 100%;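 active = activation above the mean across all tested compounds plus 3 SD, cutoff set per campaign, cut at about 5.5% in these data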;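 note: 100% = MG132 at 30 µM as the positive control and 0% = DMSO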
Efa HMGR inh = inhibitors of E. faecalis class II HMGR, primary screen, biochemical, Enterococcus faecalis; HMG-CoA reductase (Enterococcus faecalis, mvaE); purified E. faecalis HMGR, NADPH absorbance 340 nm kinetic; inhibition, % at 10 µM; 190,000 compounds, 0.41% hits;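 active = inhibition above a set limit, the median over all tested compounds plus 3 SD, cut at about 9.5% in these data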;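 note: enzyme runs in reverse so mevalonate oxidation gives rising NADPH absorbance; 0% = complete reaction with DMSO and 100% = background rate lacking mevalonate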
PMI activator = activators of human PMI, primary screen, biochemical, fluorescence intensity, near-Km mannose 6-phosphate; Mannose-6-phosphate isomerase (Homo sapiens), P34949; purified human PMI, coupled resazurin fluorescence, 20 min; stronger effect = higher value; 1 = vehicle control, 0 substrate-free wells; activation factor at 20 µM; 190,000 compounds, 0.005% hits; AID 1214, 2008;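 active = activation factor of 2 or more at 20 µM, relative to plate controls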
DTT redox prof = compounds producing H2O2 with reducing agent – biochemical, NIH compound library profiling, artefact control for MLSCN library redox annotation, primary screen. DTT-dependent redox cycling H2O2, phenol red/HRP absorbance; 100% = 100 µM peroxide control, 0% = buffer. activation, % at 10 µM. 200,000 compounds, 0.03% hits. AID 878, 2007;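 active = activation of at least 50% relative to the plate's high and low controls in the primary single-dose screen; inactive = activation below 50%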;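 note: compound incubated with DTT at 0.8 mM final as the reducing agent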
* marks the source's active call; other numbers are inactive results; x = no result given.

SMILES	TNAP inh noacc	PMI act satM6P	S1P3 antag	RAM network inh	L major viab	TNAP inh hi DEA	Hsp70 activator	Efa HMGR inh	PMI activator	DTT redox prof
Cc1cccc(OCc2nnc(SCC(=O)N3c4ccccc4CC3C)n2C)c1C (stereo unspecified)	-8	1	x	1.5	8	-2	-0.3	-6	1	-0.2
CC(=O)c1ccc(N2CCN(C(=O)CCCn3c(=O)[nH]c4ccccc4c3=O)CC2)cc1	-16	1	-2	3.8	10	-4	-0.3	-2	1	-0.1
CN1CCN(CCc2cn3ncc(C#N)c3nc2-c2ccc(F)cc2)CC1	-8	0.9	-7	11*	-1	-8	0.1	0	0.8	0.7
O=C(CSc1nc2ccccc2[nH]1)Nc1ccc(F)cc1	-13	0.9	-6	0.8	-2	-6	0.0	2	0.9	-0.1
Cc1cccc(NC(=S)N2CCCCCC2)c1	-4	1	-12	-1.6	37	1	-0.7	4	1	0.2
C=CCn1cccc(C(=O)Nc2cc(OC)c(OC)c(OC)c2)c1=O	-8	0.9	-9	-1.7	24	-4	0.2	2	0.9	-0.6
CC1=C(C(=O)OCc2ccccc2)C(c2ccco2)n2ncnc2N1 (stereo unspecified)	-2	0.9	-42	1.8	-4	-3	-0.2	-1	0.9	0.2
CCC(=O)c1c[nH]c(C(=O)N2CCN(c3ccccc3)CC2)c1	-13	1	-34	0.9	2	-7	0.0	-2	1	-0.9
COC(=O)c1ccc(C(=S)N2CCOCC2)cc1	-10	1	-8	1.5	-6	-1	-0.3	-3	1	1.6
CCOC(=O)/C=C1\NC(=O)CS1	0	1	-2	1.3	-6	-2	-0.2	-6	0.9	2.3
COc1ccc(N2C(=O)C3CCCN3C2c2cccs2)cc1 (stereo unspecified)	-6	0.9	-12	2.1	-4	-1	-0.2	-1	0.9	-1.5
CNC(=S)N1N=C(c2ccc(C)cc2)CC1c1cc(OC)ccc1OC (stereo unspecified)	4	1	-1	4.6	53*	-3	0.1	-1	1	0.4
CC(=O)Nc1ccc(C(=O)NC2CCCC2)cc1	-13	1	8	1.8	-7	-3	-0.1	4	0.9	-2.8
O=C1CCCN1CCCNC(=S)Nc1ccc(Cl)cc1Cl	-4	1	7	2.4	-5	-1	-0.3	-5	1	-0.2
CN1CCN(c2ccc(Cl)cc2NC(=O)CCN2C(=O)c3ccccc3C2=O)CC1	-9	1.1	-14	0.1	77*	0	-0.3	-5	1	-0.9
Cc1ccc(C)c(C(=O)CCC(=O)NCc2ccc(Cl)cc2)c1	-7	1	8	0.4	-7	-2	0.2	-5	0.9	-0.5
COc1cccc(CNn2c(-c3cccc(C)c3)nc3ccccc3c2=O)c1O	8	1	16	0.2	54*	-4	-0.1	-4	1	3.5
CCn1cc(C(=O)N2CCN(c3ccccn3)CC2)c2cc(OC)c(OC)cc2c1=O	-9	1	x	0.9	26	-7	-0.1	0	1	-2.4
Cc1cc(C)c(NC(=O)CS(=O)CC(=O)N2CCN(c3ccccc3)CC2)c(C)c1 (stereo unspecified)	-5	1.1	5	2.6	0	4	0.0	1	1.1	-3.1
Cc1cccc(OCC(=O)Nc2ccc(S(=O)(=O)N3CCCC3)cc2)c1	-3	1	-18	6.1	10	-2	-0.4	-2	1	1.8
CCCCNC(=S)Nc1ccc(SC(F)F)cc1	-3	1	6	-0.7	-2	3	-0.4	-5	0.9	-0.4
COc1ncnc2c1sc1nc(-c3ccccc3)c3c(c12)CCCC3	-4	1.1	-21	5.5	18	-4	-0.4	-1	1	0.9
O=C(NCc1ccccc1)c1ccc2c(=O)n(CC3CCCO3)c(=S)[nH]c2c1 (stereo unspecified)	-7	0.9	x	5.8	11	-1	-0.4	-6	1	-7.6
COCCNC(=O)CCCn1c(=O)c2cc(OC)c(OC)cc2n(CC(=O)Nc2ccccc2OC)c1=O	8	1.1	-15	2.9	0	-4	-0.1	2	1.2	-0.6
COc1cccc(NC(C(=O)Nc2cccc(C(C)=O)c2)c2ccccc2)c1 (stereo unspecified)	14	0.9	-6	3.6	38	-5	-0.5	-5	0.9	0.3

Going on with the list.
SMILES	TNAP inh noacc	PMI act satM6P	S1P3 antag	RAM network inh	L major viab	TNAP inh hi DEA	Hsp70 activator	Efa HMGR inh	PMI activator	DTT redox prof
CN(Cc1ccccc1)c1nc(-c2cccc([N+](=O)[O-])c2)nc2ccccc12	13	1	-5	5.4	92*	3	-0.3	-2	1	1.1
CCOc1ccc(-c2cc(N)n(S(=O)(=O)c3ccc(OC)c(OC)c3)n2)cc1	13	0.8	x	1.4	-3	-4	-0.4	-10	0.8	-2.1
CCOc1cc(-n2ncc(C#N)c2N)nc(SC)n1	-13	0.9	x	-0.5	-2	-6	0.7	0	1	-0.6
S=C(Nc1cccc2ccccc12)NN1CCOCC1	-2	0.6	x	-0.1	-2	0	-0.4	-9	0.8	-4.0
CC(O)CNc1nc2ccccc2n1CC(=O)NC12CC3CC(CC(C3)C1)C2 (stereo unspecified)	-10	1.1	1	1.2	39	-2	0.1	1	1	0.0
COc1ccccc1S(=O)(=O)n1cc(Cc2ccccc2)c(N)n1	0	0.9	17	2.2	1	5	-0.1	-2	0.9	-0.3
c1ccc2[nH]c(SN3CCOCC3)nc2c1	-9	0.2	-7	1.2	-2	-3	-0.5	-2	0.1	2.0
Cc1cccc(NC(=S)NNC(=O)c2cc3c(s2)CCC(C)C3)c1C (stereo unspecified)	-146	1.2	-6	3.4	14	-9	-0.3	0	1.2	x
CN(C)S(=O)(=O)c1cccc(C(=O)OCC(=O)Nc2sccc2C#N)c1	-10	1	x	1.5	-6	-5	-0.1	0	0.9	0.0
COc1ccccc1NC(=S)NCCC(c1ccccc1)c1ccccc1	-134	1	2	9.8*	19	-4	0.0	5	0.9	0.0
CCn1cc(CN2CCc3c([nH]c4ccccc34)C2c2cccc(O)c2)c(C)n1 (stereo unspecified)	-14	0.9	12	0.7	-2	-6	-0.2	-1	1	2.8
CC(C)c1nnc(NC(=O)CSc2nc3ccccc3s2)s1	-12	0.9	-20	2.6	-8	-8	-0.1	1	1	-0.1
CCOP(=O)(OCC)C(NC(=O)c1cc([N+](=O)[O-])cc([N+](=O)[O-])c1)C(F)(F)F (stereo unspecified)	4	1	-7	-0.2	1	2	-0.3	-4	1.2	-0.5
O=C(Nc1cccc(S(=O)(=O)N2CCOCC2)c1)c1cn(-c2ccccc2)nc1-c1ccccc1	-11	0.8	0	6.1	44	-4	0.1	1	0.8	0.1
C=CCN1C(=O)CSc2ccc(C(=O)NCc3ccco3)cc21	-2	0.9	-28	0.0	0	-3	-0.6	-3	1.1	-0.9
CCOC(=O)c1sc2ncn(C(CC)C(=O)OCC)c(=O)c2c1C (stereo unspecified)	-9	0.9	9	0.7	99*	-7	-0.4	1	0.9	-0.1
O=C(N/N=C/c1ccccc1OC(=O)c1ccc2c(c1)OCO2)c1ccccc1	-10	0.9	-14	1.1	18	-3	-0.4	1	0.9	-0.4
CCOC(=O)C1CCCN(C(=O)c2sc3nc(C)nc(N(CC)CC)c3c2C)C1 (stereo unspecified)	0	1	x	1.1	2	4	0.0	4	1	-4.3
C=CCNC(=O)CN(c1ccc(OC)cc1OC)S(C)(=O)=O	-2	0.9	x	-0.1	-5	1	0.1	0	0.9	-0.1
Cc1nnc(-c2cnn(C)c2N)n1Cc1ccc2c(c1)OCO2	-4	0.9	8	1.1	-2	-4	0.3	-6	1.1	-0.5
CCOC(=O)c1c(NC(=O)C[n+]2ccccc2)sc2c1CCCC2	1	1	-2	0.5	2	0	-0.1	-7	1	-1.5
O=C(CSCSCC(=O)Nc1ccc2c(c1)OCO2)Nc1ccc2c(c1)OCO2	6	1	-12	2.8	-8	-3	-0.1	-1	1	2.2
COc1cccc(C(=O)CN2CCN(S(=O)(=O)c3ccc(Br)cc3)CC2)c1	-8	1.5	4	1.3	6	-4	-0.1	-1	1.3	-0.3
O=c1cc(N2CCN(c3ccccc3F)CC2)[nH]c(=O)n1-c1ccc(Br)cc1	-13	1.1	15	3.5	-1	-4	-0.5	-1	1	-3.5
COc1ccc(C(=O)Cn2nnc(-c3ccccc3NC(=O)c3ccco3)n2)cc1	-6	0.8	-4	3.2	4	-2	0.0	0	0.9	-2.5

Next results
SMILES	TNAP inh noacc	PMI act satM6P	S1P3 antag	RAM network inh	L major viab	TNAP inh hi DEA	Hsp70 activator	Efa HMGR inh	PMI activator	DTT redox prof
CN1CCN(C2=C(Cl)C(=O)N(c3ccc(Cl)c(Cl)c3)C2=O)CC1	-17	1	x	0.1	6	-3	-0.3	4	1	-2.9
O=C(c1noc2c1CCc1ccccc1-2)N1CCOCC1	-9	0.9	-18	2.4	-8	-5	-0.1	-4	0.9	0.7
CCOC(=O)C1CCN(C(=O)CCc2c(C)nc3c(-c4ccc(F)cc4)c(C)nn3c2C)CC1	-5	1	x	0.0	-3	0	-0.2	-2	1	-3.0
CSc1nc2c(c(=O)[nH]1)C(c1ccc(F)cc1)CC(=O)N2 (stereo unspecified)	-11	1.1	11	2.1	-6	-6	-0.1	-2	1.1	-0.1
Cc1ccc(Cl)cc1N(CC(=O)NC1CCCCC1)S(C)(=O)=O	-12	0.9	12	1.9	-2	-5	-0.1	-1	0.9	1.6
COc1cc(C)c(S(=O)(=O)N2CCOCC2)c(C)c1C	-6	0.9	0	1.0	-1	-3	-0.2	4	0.9	-0.1
CCOC(=O)Cc1csc(NC(=O)CCS(=O)(=O)Cc2ccccc2)n1	-4	1	9	-0.5	14	-6	-0.4	-5	1	2.2
CCC1=Nc2cc(C(=O)NCc3ccco3)ccc2Sc2ccc(C)cc21	-14	0.8	13	5.0	67*	-3	0.0	-2	0.8	-0.1
CCCC(=O)NC(NC(=S)Nc1c(C)n(C)n(-c2ccccc2)c1=O)C(Cl)(Cl)Cl (stereo unspecified)	-9	1	x	-1.0	-5	-7	-0.2	-1	1	1.6
COc1cc(CNCCSc2nnnn2C)cc(OC)c1OC	-3	1.2	x	1.5	1	-10	-0.2	-4	1.2	2.3
COc1ccc(NC(=S)N(CCc2c(C)[nH]c3ccccc23)Cc2ccco2)cc1	-2	0.9	0	3.7	15	-3	-0.1	6	1	0.6
